Source: PubChem BioAssay (National Center for Advancing Translational Sciences (NCATS))
Tau fibril ThT: blocks human tau fibril formation measured by thioflavin T; P10636; recombinant tau K18 P301L, heparin-induced fibrillization, ThT fluorescence; Potency, µM (highest dose often 57.4 µM), for inactives: at the highest dose activity, negative = inhibition, usual class: inhibitors; 270,000 tested, 2.1% active; also: % is scaled to controls: 0 for no effect and ±100 for the full control effect; nearly all actives have a fitted effect of over 55% in size
Target sequence (P10636 561-689 P618L limits assumed): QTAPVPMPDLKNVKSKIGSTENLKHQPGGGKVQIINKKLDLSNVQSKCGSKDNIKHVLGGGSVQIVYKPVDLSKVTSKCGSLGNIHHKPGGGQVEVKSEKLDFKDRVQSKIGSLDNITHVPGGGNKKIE
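Fibril formation assay: tau K18 P301L at 15 uM with trace Alexa 594 label, heparin inducer 20 uM, pH 7 sodium acetate buffer, 37 C for 6 hr; endpoint ThT signal.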
Tau fluor cs: counter-screen for tau fibril formation inhibitors | tau K18 P301L Alexa594 fluorescence, heparin fibrillization | Potency, µM (top dose mostly 57.7 µM), without a hit: at the highest dose activity change, negative = decrease | 280,000 tested, 0.93% active | AID 1463; also: % is scaled to controls: 0 for no effect and ±100 for the full control effect; nearly all actives have a fitted effect of over 55% in size
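Human K18 P301L tau (15 uM unlabeled plus 0.24 uM Alexa 594-labeled, final) in 100 mM sodium acetate pH 7 was mixed with compound and 20 uM heparin and incubated 6 hr at 37 C.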
TRb SRC2 PPI: inhibitors of human thyroid hormone receptor beta-SRC2 interaction; P10828; TRbeta-SRC2 peptide binding, fluorescence polarization; receptor liganded with 1 µM T3; Potency, µM (doses to about 106 µM), for inactives: at the highest dose activity change, negative = inhibition, usual class: inhibitors; 280,000 tested, 0.065% active;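 also: plate controls were bound peptide for no effect and peptide without receptor for full effect; nearly all actives have a fitted effect of over 50% in size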
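TRb LBD 0.6 uM + Texas Red SRC2 peptide 20 nM, 1 uM T3, Tris buffer w/ 5% DMSO; compound pinned, 5 h RT; FP read ex 555/em 632; normalized to unbound and bound controls.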
L3MBTL1 block: blocks human L3MBTL1; Q9Y468; AlphaScreen L3MBTL1–H3K9me1 peptide binding; Potency, µM (series often up to 57.1 µM), inactives show at the top dose activity, negative = inhibition, most hits filed as inhibitors; 230,000 tested, 0.66% active; AID 485360; also: % is scaled to controls: 0 for no effect and ±100 for the full control effect; nearly all actives have a fitted effect of over 60% in size
Target sequence (Q9Y468 whole entry, looked up): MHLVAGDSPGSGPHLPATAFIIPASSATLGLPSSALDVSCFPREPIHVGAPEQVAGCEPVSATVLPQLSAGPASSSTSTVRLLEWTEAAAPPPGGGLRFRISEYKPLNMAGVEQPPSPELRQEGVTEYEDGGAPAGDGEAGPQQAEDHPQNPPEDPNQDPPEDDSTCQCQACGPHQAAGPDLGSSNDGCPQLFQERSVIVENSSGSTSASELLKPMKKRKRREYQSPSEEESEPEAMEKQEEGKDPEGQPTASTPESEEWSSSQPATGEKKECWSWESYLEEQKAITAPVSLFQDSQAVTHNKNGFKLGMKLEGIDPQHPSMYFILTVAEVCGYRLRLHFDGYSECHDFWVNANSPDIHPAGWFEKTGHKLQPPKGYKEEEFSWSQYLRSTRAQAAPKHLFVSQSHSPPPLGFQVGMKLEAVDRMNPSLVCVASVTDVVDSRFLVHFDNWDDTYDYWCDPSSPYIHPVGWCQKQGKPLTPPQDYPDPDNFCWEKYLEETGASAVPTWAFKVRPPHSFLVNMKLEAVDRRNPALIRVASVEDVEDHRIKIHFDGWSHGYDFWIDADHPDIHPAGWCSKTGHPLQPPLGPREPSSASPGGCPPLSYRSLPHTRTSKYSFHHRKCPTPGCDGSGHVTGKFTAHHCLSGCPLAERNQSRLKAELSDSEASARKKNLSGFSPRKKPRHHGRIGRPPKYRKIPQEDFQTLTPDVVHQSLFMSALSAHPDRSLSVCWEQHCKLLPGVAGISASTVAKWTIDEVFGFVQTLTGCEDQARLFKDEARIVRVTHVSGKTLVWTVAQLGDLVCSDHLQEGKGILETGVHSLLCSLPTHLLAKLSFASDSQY
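AlphaScreen proximity signal between nickel-chelate acceptor and streptavidin donor beads (final 10 ug/mL) reports binding of 50 nM L3MBTL1 to 75 nM biotin-H3 K9me1 peptide; complex incubated with compounds 30 min at room temperature; cefsulodin titration as control.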
RECQ1 helicase: blocks DNA unwinding by human RECQ1; RECQ1 DNA unwinding, red fluorescence kinetic read; AID 2549; 240,000 tested, 0.54% active; Potency, µM (titrated, usually from 57.3 µM), for inactives: at the top dose activity, negative = inhibition, actives largely listed as inhibitors;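 also: plate controls were vehicle for no effect and no enzyme for full effect; nearly all actives have a fitted effect of over 30% in size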
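RECQ1T1 50 nM; forked duplex (20 bp + 30-nt ss tails) 200 nM, ATP 2 mM final; pH 8.0, 2 mM MgCl2, 2.5 ug/ml poly(dI-dC); 15 min compound preincubation; discontinuous kinetic read over 2 h at RT.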
HTT ATP protect: cytoprotection in Huntington HTT-Q103 PC12 cell model; PC12 HTT-Q103 induced, cytoprotection, ATP luminescence, 40 h; Potency, µM (highest dose often 56.4 µM), inactives show cytoprotection (ATP increase), most hits filed as activators; 230,000 tested, 0.14% active; AID 1471;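 also: % of control where 0% means no effect; nearly all actives have a fitted effect of over 45% in size; toxic huntingtin expression switched on by the ecdysone agonist tebufenozide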
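Readout: ATPlite luminescence (ATP level). Model: stable PC12, inducible Htt exon1 Q103-GFP. Inducer: tebufenozide, 100 nM final. Compounds: dose series. No G418 in medium.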
Tau fibril FP: tau fibrillization inhibition (FP) | K18 P301L tau heparin fibrillization, Alexa594 FP, 6 h | P10636 | 280,000 tested, 0.39% active | AID 1468 | Potency, µM (titrated, usually from 57.7 µM), for inactives: at the highest dose activity, negative = inhibition, usual class: inhibitors; also: % is scaled to controls: 0 for no effect and ±100 for the full control effect; nearly all actives have a fitted effect of over 55% in size
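Heparin (20 uM) drove fibril formation of recombinant tau K18 P301L, 15 uM unlabeled with 0.24 uM Alexa 594 label, for 6 hr at 37 C in 100 mM sodium acetate pH 7. Fluorescence polarization (555/632 nm) read 1 hr after 30 uM ThT.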
TexasRed fluor: Texas Red fluorescence interference in TRb-SRC2 counter-screen; TRb/SRC2 Texas Red total fluorescence interference; Potency, µM (doses to about 106 µM), for the others: top-dose fluorescence change, negative = quenching; 280,000 tested, 0.29% active; AID 1479; active = well fitted curve in either direction with a large enough effect; inconclusive = small, poorly fitted or top-dose-only effect; also: % is scaled to controls: 0 for no effect and ±100 for the full control effect
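Flags fluorescent or light-absorbing compounds by total fluorescence, S + 2P, at 555 nm excitation and 632 nm emission. Mixture: 20 nM Texas Red SRC2 peptide, 0.6 uM human TRb LBD, 1 uM T3, 5% DMSO; compound exposure 5 h at ambient temperature.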
* = called active by the depositor; i = inactive; ? = inconclusive; · = no result given; [ ] = remark or other dose. Unless noted, calls follow the shape of the dose curve; as a rule, active = well fitted curve in the direction sought with a large enough effect; inconclusive = small, poorly fitted or top-dose-only effect, or another doubt; inactive = no such curve, though single readings can be large; an effect the other way counts as inactive or inconclusive. Potency is read from the fitted curve at half-maximal effect. These rows are one share of the data; the hit share may differ from the screen's.

SMILES	Tau fibril ThT	Tau fluor cs	TRb SRC2 PPI	L3MBTL1 block	RECQ1 helicase	HTT ATP protect	Tau fibril FP	TexasRed fluor
CCCC[N+](C)(C)CCC(=O)NC(C)(C)CS(=O)(=O)[O-]	-14.2%	-4.1%	12.3%	20µM*	-9.1%	22.1%	0.5%	2.0%
Cc1cccc(OCc2nnc(SCC(=O)O)n2Cc2ccccc2)c1	-7.2%	-5.3%	-4.8%	13.9%	-7.0%	17.7%[10 µM]	1.2%	-1.0%
Cc1cc(C(=O)OCC(=O)N2C(C)CCCC2C)c(C)o1 (stereo unspecified)	-6.1%	-6.3%	-4.7%	3.9%	i	-13.6%	-0.4%	5.4%
Cc1nnsc1Sc1ccccn1	-1.0%	10.2%	-0.3%	28.4%	-4.3%	-26.6%	7.9%	-4.8%
C/C=C1/C2C=C(C)CC1(N)c1ccc(=O)[nH]c1C2 (stereo unspecified)	-9.0%	-18.3%	-2.6%	·	-6.4%	?	-10.1%	3.5%
S=c1[nH]c(-c2ccccc2)cs1	-14.2%	-7.1%	-0.8%	-8.0%	-1.1%	-31.4%	2.0%	-2.4%
Cc1cccc(CNC(=O)c2ccc3c(c2)N(C)CCS3)c1	?	?	-1.6%	-0.6%	·	·	3.1%	?
CCOc1ccccc1CNC(=O)C1CCN(S(=O)(=O)c2c(C)noc2/C=C/c2ccc(C)cc2)CC1	13.1%	-6.3%	-3.8%	·	·	·	-13.0%	?
COC(=O)C1=C(C)NC(=O)C1(Nc1ccc(Cl)cn1)C(F)(F)F (stereo unspecified)	2.7%	1.4%	1.4%	-4.8%	-8.4%	-4.9%[10 µM]	-2.7%	0.9%
CCOC(=O)c1nnn(-c2nonc2N)c1CSc1ccc(C)cc1	-15.9%	-27.8%	3.7%	2.1%	-9.0%	5.9%	-1.4%	1.1%
CC(NCc1ccco1)C(=O)N1CCc2ccccc2C1 (stereo unspecified)	-7.2%	-2.9%	-2.7%	4.5%[11.4 µM]	-9.5%	0.5%	-4.7%	-2.8%
O=C(Nc1cccc(C(F)(F)F)c1)N(Cc1ccc(Cl)cc1)CC(O)C(F)(F)F (stereo unspecified)	-0.8%	-27.8%	-6.3%	3.6%	-3.4%	-56.0%	-17.0%	-1.2%
O=C(c1cccnc1)N1CCN(S(=O)(=O)c2ccc(Cl)cc2)CC1	1.0%	-1.4%	-7.4%	?	-10.4%	-3.9%[10 µM]	8.0%	-4.9%
COc1ccc(CCNC(=O)COC(=O)c2ccc(Br)o2)cc1	-10.9%	-3.8%	-0.6%	·	-5.6%	5.4%	5.5%	-2.6%
CN(C)CCC(=O)c1ccc(F)cc1	?	-7.6%	-2.2%	3.8%	-10.9%	21.8%[10 µM]	7.5%	-5.8%
COc1ccccc1N1CCN(C(=O)CN2C(=O)COc3ccc(S(=O)(=O)N4CCC(C)CC4)cc32)CC1	-9.6%	-11.0%	2.8%	·	·	·	6.0%	-0.5%
COc1ccc(C(=O)NC(=S)NNC(=O)c2cnccn2)cc1	2.7%	-3.4%	-2.1%	?	-13.3%	?	-8.4%	-5.1%
CCOC(=O)Cn1nc(C)cc1NC(=O)c1ccncc1	0.1%	-3.6%	-0.6%	2.1%	-6.5%	-39.8%[inhibitor]	1.5%	0.2%
Cc1cccc2cc(C#N)c(N3CCCC3)nc12	-12.8%	-7.6%	-5.5%	52.4%[activator]	-6.7%	1.3%	-4.1%	-5.3%
O=C(NCc1cccc(C(F)(F)F)c1)c1cc(Cl)ccc1Cl	4.9%	-4.2%	1.2%	18.0%	-1.0%	27.0%[10 µM]	3.6%	-0.3%
Cc1cn2c(=O)cc(COc3ccc(NC(=O)c4cccc(F)c4)cc3)nc2s1	?	-0.6%	-2.0%	·	·	·	2.5%	1.4%
CCOC(=O)CSc1[nH]c(=O)cc(C)c1C#N	-17.9%	-15.4%	3.4%	·	4.0%	1.5%	-6.5%	0.7%
O=c1cc(-c2ccc(O)c(-c3c(O)cc(O)c4c(=O)cc(-c5ccc(O)cc5)oc34)c2)oc2cc(O)cc(O)c12	14.1µM*	?	?	-16.5%	-17.2%	·	?	-25.6%
COc1cc(NC(=O)COc2ccc(Cl)cc2)ccc1-c1cc2ccccc2oc1=O	-5.8%	?	8.1%	3.9%	-5.8%	6.5%[10 µM]	5.7%	1.4%
O=C(CSc1nc2ccccc2n1Cc1ccccc1Cl)NCc1ccccc1	-12.8%	-11.6%	1.1%	·	·	·	4.0%	-2.2%
COc1ccc(/C=C/c2nnc(NC(=O)C(C)(C)C)s2)cc1	·	?	1.5%	·	-11.1%	-21.4%[10 µM]	-6.0%	-3.7%
COC(=O)Cc1ccc(NC(=S)NCc2ccccc2)cc1	-3.1%	-10.0%	0.6%	12.0%	-11.0%	15.1%[10 µM]	-3.2%	-3.8%
Cc1cc(C)nc(NC(=O)c2ccc(Cl)cc2Cl)n1	2.0%	13.5%[2.34 µM]	-3.4%	-4.0%	-5.7%	-0.4%[10 µM]	-4.0%	0.0%
CC1=NN(c2nc(-c3ccc(C)cc3)cs2)C(=O)C1N=Nc1cccc(O)c1 (stereo unspecified)	1.78µM*	?	-0.1%	?	-2.7%	13.2%[10 µM]	-16.0%	1.4%
COc1ccc(Cl)cc1NC(=S)NCCN1CCOCC1	-2.4%	1.3%	-4.1%	4.4%	i	21.8%[10 µM]	3.2%	-0.7%
COCCCNC(=S)Nc1ccc(OC(F)F)cc1C	-3.3%	0.6%	0.1%	1.8%[11.4 µM]	i	-20.2%	3.5%	-2.4%
N#CCCCS(=O)(=O)c1nnnn1C1CCCCC1	-0.4%	-1.4%	2.5%	·	-5.8%	·	2.5%	-0.9%
C/C(=N\NC(=O)c1nc2ccccn2c1C)c1ccco1	-3.5%	-0.9%	-4.3%	·	-2.4%	-31.5%[inhibitor]	-2.1%	0.3%
O=C(Nc1ccc(N2CCOCC2)cc1)c1cnsn1	?	-3.8%	-2.1%	11.1%[11.4 µM]	i	-81.7%[inhibitor]	8.4%	2.9%
O=C1CN(O)C=C2N=c3ccccc3=C2N1c1ccc([N+](=O)[O-])cc1	-3.5%	5.6%	-1.5%	9.3%	i	-38.1%[inhibitor]	10.0%	0.9%
O=C(NCCCn1ccnc1)/C(=C/c1cccs1)NC(=O)c1ccco1	-5.7%	-4.1%	-1.7%	-1.0%	-0.6%	-5.1%[10 µM]	-2.8%	-0.1%
CCN(CC)C(=O)C1=C(C)NC(=S)NC1c1ccc(C)s1 (stereo unspecified)	0.3%	9.0%	8.3%	1.6%	-9.7%	4.7%[10 µM]	7.8%	-2.5%
OCc1cc(-c2ccc(Cl)c(Cl)c2)on1	-8.6%	-13.8%	9.3%	-0.6%	28.2%	-24.1%	-4.5%	-2.5%
CC(=O)N1N=C2c3ccccc3CCC2C1c1ccc(F)cc1 (stereo unspecified)	-3.2%	-9.5%	2.6%	-1.7%	10.6%	-1.2%[10 µM]	-4.2%	-1.0%
CN1C(=CC=C2C=C(I)C(=O)C(I)=C2)C(C)(C)c2ccccc21	2.24µM*	0.708µM*[fluorescent]	?	-16.2%	0.631µM*	-10.2%[10 µM]	?	?
COc1cccc(C2CC(c3ccc(Cl)cc3)n3nc(N)nc3N2)c1 (stereo unspecified)	-4.0%	-6.7%	8.3%	-0.9%	-1.2%	-23.1%	4.8%	-1.2%
COC(=O)c1ccc2c(=O)sc(N3CCC(C(N)=O)CC3)nc2c1	-9.5%	-7.4%	1.1%	1.1%	-9.7%	6.7%[10 µM]	-10.6%	1.5%
Cc1n[nH]c(C)c1S(=O)(=O)N1CCOCC1	-0.9%	2.5%	-11.1%	4.3%	14.1%	-7.7%	-2.2%	-0.9%
C/C(CCc1ccccc1)=N\NC(=O)c1ccccc1[N+](=O)[O-]	-9.2%	-11.4%	0.5%	-4.6%	-3.2%	·	-7.5%	-1.6%
C=CCn1c(O)c(N=NC(=S)Nc2ccccc2C)c2cc(S(=O)(=O)N3CCOCC3)ccc21	-16.9%	?	-1.5%	-10.1%	-17.7%	·	4.5%	-6.4%
Cc1c(-c2ccnc3cc(C(=O)O)nn23)cnn1C	-3.4%	-0.8%	-1.2%	-1.3%	-4.6%	-25.4%	-0.8%	1.4%
COc1ccc(NCc2nc3ccccc3n2CCOc2ccccc2)cc1	-24.7%	-22.0%	5.6%	?	-8.6%	1.1%[10 µM]	11.8%	0.5%
CCOC(=O)c1ccc2ncc(C(=O)OCC)c(Nc3ccc(N4CCOCC4)cc3)c2c1	?	-26.3%	-3.3%	?	-7.6%	?	2.2%	-9.5%
CS(=O)(=O)N(CC(=O)Nc1cc(Cl)ccc1Cl)c1ccccc1Cl	-4.2%	-27.7%	-10.5%	·	-11.9%	10.6%	-5.8%	-2.3%
CC(C)CN(CC(C)C)S(=O)(=O)N1CCC(C(=O)NCCN2CCOCC2)CC1	4.9%	-0.2%	-1.8%	3.2%	7.3%	-18.5%	0.3%	1.3%
Cc1csc(NC(=O)/C=C/c2ccco2)n1	-16.3%	-11.2%	3.7%	-13.8%	-5.0%	-6.8%[10 µM]	-0.6%	-1.0%

Grouped by structure, those above with a CF3 group (3)
SMILES	Tau fibril ThT	Tau fluor cs	TRb SRC2 PPI	L3MBTL1 block	RECQ1 helicase	HTT ATP protect	Tau fibril FP	TexasRed fluor
COC(=O)C1=C(C)NC(=O)C1(Nc1ccc(Cl)cn1)C(F)(F)F (stereo unspecified)	2.7%	1.4%	1.4%	-4.8%	-8.4%	-4.9%[10 µM]	-2.7%	0.9%
O=C(Nc1cccc(C(F)(F)F)c1)N(Cc1ccc(Cl)cc1)CC(O)C(F)(F)F (stereo unspecified)	-0.8%	-27.8%	-6.3%	3.6%	-3.4%	-56.0%	-17.0%	-1.2%
O=C(NCc1cccc(C(F)(F)F)c1)c1cc(Cl)ccc1Cl	4.9%	-4.2%	1.2%	18.0%	-1.0%	27.0%[10 µM]	3.6%	-0.3%
